Bioassay records from PubChem.
Diaphorase inh: diaphorase inhibition or chemical oxidation counter-screen. diaphorase resazurin-to-resorufin fluorescence, NADH, 16 min; bacterial (C. kluyveri) enzyme, not human. inhibition, % at 20 µM. 190,000 tested, 0.69% active;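 active = primary screen inhibition at 20 µM above a set limit, cut at about 50% in these data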;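 also: plate controls were DMSO with full reaction for no effect and wells lacking NADH for full effect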
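Assay system: diaphorase enzyme from Clostridium kluyveri; Input: enzyme working solution with 0.14 U/mL diaphorase; Timing: 16 min at room temperature; Technique: resorufin fluorescence, excitation 544 nm, emission 590 nm; Benchmarks: positive control minus NADH, DMSO neutral control.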
STAT3 blocker: STAT3 signaling inhibition | U3A cells, IL-6 STAT3-luciferase reporter, luminescence; host cell line lacks STAT1 | inhibition, % at 5.5 µM | 190,000 tested, 0.89% active | AID 862;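 active = inhibition above the mean inhibition across all screened compounds plus 3 SD, cut at about 44% in these data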;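 also: 0% = DMSO only wells and 100% = 100 µM nifuroxazide control wells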
Hsp70 activator: transcriptional activators of Hsp70; HeLa Hsp70 promoter luciferase reporter, luminescence; scaled: vehicle 0, proteasome-inhibitor control 100%; activation, % at 10 µM; 200,000 tested, 0.04% active; AID 1203;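 active = activation above the mean across all tested compounds plus 3 SD, cutoff set per campaign, cut at about 5.5% in these data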;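 also: 100% = MG132 at 30 µM as the positive control and 0% = DMSO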
TLR4 MyD88 comp: inhibitors of human TLR4-MyD88 binding | HeLa CL3-4 TLR4/MyD88 BLA complementation, FRET ratio | inhibition, % at 8.4 µM | 200,000 tested, 0.18% active | AID 861; in the data active = inhibition above about 25%;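 also: 0% = vehicle and 100% = reference inhibitor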
Target sequence (O00206 whole entry, looked up): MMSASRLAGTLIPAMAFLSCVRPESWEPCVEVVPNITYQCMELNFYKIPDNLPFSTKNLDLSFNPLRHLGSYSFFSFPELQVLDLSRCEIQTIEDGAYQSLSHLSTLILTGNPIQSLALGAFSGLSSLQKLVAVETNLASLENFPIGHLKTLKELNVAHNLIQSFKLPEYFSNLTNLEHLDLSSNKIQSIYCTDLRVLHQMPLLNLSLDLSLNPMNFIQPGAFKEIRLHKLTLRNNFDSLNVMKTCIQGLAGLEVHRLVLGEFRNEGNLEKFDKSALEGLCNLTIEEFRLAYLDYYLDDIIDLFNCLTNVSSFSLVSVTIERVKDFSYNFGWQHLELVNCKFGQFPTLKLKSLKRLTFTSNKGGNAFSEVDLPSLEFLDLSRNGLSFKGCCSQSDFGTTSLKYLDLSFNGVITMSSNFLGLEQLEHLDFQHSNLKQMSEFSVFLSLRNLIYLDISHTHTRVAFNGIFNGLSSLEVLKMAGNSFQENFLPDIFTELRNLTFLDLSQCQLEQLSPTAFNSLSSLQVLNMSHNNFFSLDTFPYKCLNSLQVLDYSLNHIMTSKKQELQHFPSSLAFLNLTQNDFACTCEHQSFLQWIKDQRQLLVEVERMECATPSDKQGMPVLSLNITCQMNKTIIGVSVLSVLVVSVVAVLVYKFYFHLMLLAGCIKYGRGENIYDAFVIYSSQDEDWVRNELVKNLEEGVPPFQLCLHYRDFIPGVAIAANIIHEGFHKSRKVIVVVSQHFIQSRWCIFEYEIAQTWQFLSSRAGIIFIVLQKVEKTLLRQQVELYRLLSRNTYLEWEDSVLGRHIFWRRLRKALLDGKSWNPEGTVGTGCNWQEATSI
Target sequence (Q99836 whole entry, looked up): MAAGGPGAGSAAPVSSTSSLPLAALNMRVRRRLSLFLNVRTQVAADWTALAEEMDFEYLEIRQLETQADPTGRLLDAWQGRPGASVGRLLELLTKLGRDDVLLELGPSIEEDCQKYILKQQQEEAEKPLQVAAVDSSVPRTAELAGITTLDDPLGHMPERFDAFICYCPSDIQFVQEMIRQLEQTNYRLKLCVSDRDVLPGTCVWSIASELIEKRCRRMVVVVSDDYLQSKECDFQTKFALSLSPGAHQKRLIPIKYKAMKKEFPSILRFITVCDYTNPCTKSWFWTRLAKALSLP
STAT1 activator: activators of IFN-gamma induced STAT1 signaling. NIH 3T3 STAT1-luciferase reporter, luminescence; 100% = IFN-gamma alone, no compound. activation (% of control), % at 5.5 µM. 200,000 tested, 2.6% active;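 active = activation above the screen-wide mean activation plus 3 SD, cut at about 130% in these data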;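 also: raw ratio to IFN-gamma control signal so 100% means no change and 0% no light; values of inactives mirror those of a sister screen read the other way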
G6PDH counter: L. mesenteroides G6PDH inhibition counter-screen. 200,000 tested, 0.12% active. AID 1020. Purified L. mesenteroides G6PDH, diaphorase/resazurin coupled fluorescence, 45 min. inhibition, % at 5 µM; in the data active = inhibition above about 50%
STAT3 act: STAT3 signaling activation; U3A cells, IL-6 STAT3-luciferase reporter, luminescence; 100% = signal with IL-6 EC80 alone; activation (% of control), % at 5.6 µM; AID 871; 190,000 tested, 0.91% active;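 active = activation above the screen-wide mean of compound activation plus 3 SD, cut at about 130% in these data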;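 also: 0% = background luminescence of wells with medium and substrate only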
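Test system: human U3A cells carrying STAT3-luciferase construct; control set: IL-6-only wells as 100% reference; timing: compound pre-incubation 1 h before IL-6, then 6 h stimulation at 37 °C; also added: IL-6 stimulus at 33 ng/mL final; evaluation: % activation versus median of IL-6-stimulated wells; detection: reporter luminescence signal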
STAT1 blocker: reduces IFN-gamma driven STAT1 reporter signal; 200,000 tested, 0.35% active; inhibition, % at 5.5 µM; NIH 3T3 STAT1-luciferase reporter, luminescence;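 active = inhibition above a set limit, the mean inhibition across all tested compounds plus 3 SD, cut at about 34% in these data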;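 also: 0% = IFN-gamma with DMSO and 100% = IFN-gamma with 300 µM nifuroxazide; values of inactives mirror those of a sister screen read the other way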
Diaphorase act: counter-screen for diaphorase-based assays: diaphorase activators and chemical reducers; activation factor at 20 µM; Diaphorase/resazurin coupled assay, resorufin fluorescence, 16 min; stronger effect = higher value; 1 = vehicle wells, 0 = NADH-free wells; 190,000 tested, 0.005% active;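 active = diaphorase activity raised at least twofold by the compound at 20 µM; inactive = activation factor below 2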
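Assay system: Purified diaphorase enzyme from Clostridium kluyveri | Amount: Enzyme 0.07 U/mL final | Dosing: Compound 20 µM once, DMSO 1% | Timing: 16 min reaction at room temperature | Detection: Fluorescence, excitation 544 nm and emission 590 nm | Evaluation: Higher resorufin formation from activation or reduction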
APP 5UTR inh: APP translation inhibition; SH-SY5Y APP 5'UTR-luciferase reporter, luminescence; inhibition, % at 2 µM; 190,000 tested, 0.82% active; AID 1285;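 active = inhibition above a set limit, derived from the sample mean plus 3 SD, cut at about 45% in these data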; also: values of inactives mirror those of a sister screen read the other way
Active calls of the source: *; x = not tested or not shown.

item	Compound	Diaphorase inh	STAT3 blocker	Hsp70 activator	TLR4 MyD88 comp	STAT1 activator	G6PDH counter	STAT3 act	STAT1 blocker	Diaphorase act	APP 5UTR inh
1	CCOC(=O)Cc1csc(NC(=O)CN2C(=O)c3ccccc3S2(=O)=O)n1	5	14	-0.3	-18	99	6	93	0	1	8
2	Cc1cc(SCC(=O)N/N=C/c2ccco2)nc2ccccc12	16	11	-0.3	-9	93	6	93	8	0.8	22
3	CCC(C)(C)n1nnnc1C(c1ccc(OC)c(OC)c1)N1CCN(c2ccc(F)cc2)CC1 (centres undefined)	1	-7	-0.3	9	101	3	109	-1	1	21
4	Cc1cc2c(c(=O)o1)C(C13C=CC(CC1)C3)C(C#N)=C(N)O2 (centres undefined)	16	5	0.2	-8	101	-6	100	-1	0.8	-17
5	COc1cc(C2CC(=O)Nc3c2c(=O)nc2c(C)cccn32)cc(OC)c1OC (centres undefined)	0	2	-0.2	-3	105	11	100	-7	1	-11
6	C=CCc1c(C)nc(SCc2nc3ccccc3c(=O)[nH]2)[nH]c1=O	5	0	-0.1	-3	99	5	105	2	0.9	-10
7	CNc1nc(Cl)c(SC)c(N2CCOCC2)n1	14	6	-0.4	-9	99	10	104	-1	0.9	-16
8	NC(=S)Nc1ncc(CCN2CCOCC2)c(-c2ccc(F)cc2)n1	12	2	-0.1	-9	102	10	103	-3	0.9	-14
9	Cn1c(CC(=O)Nc2ccc(F)cc2)c(Sc2ccccc2)c2ccccc21	15	-19	-0.4	-1	102	-6	123	-2	0.8	6
10	BrC(=C\c1ccccc1)/C=N/Nc1nc(N2CCOCC2)nc(N2CCOCC2)n1	13	2	-0.5	-8	82	-23	99	20	0.9	63*
11	CCC(C)N(C)Cc1cccc(C2(O)CCN(S(=O)(=O)c3ccc(F)c(C)c3)CC2)c1 (centres undefined)	8	1	-0.7	-23	109	5	103	-10	0.9	-13
12	Cc1ccc(Cl)cc1NC(=S)N(CCCN1CCN(C)CC1)Cc1ccco1	6	0	-0.2	11	99	8	102	0	0.9	0
13	COC(=O)c1cc(NCc2ccc3c(c2)OCO3)ccc1N1CCOCC1	13	7	-0.3	-4	97	10	97	3	0.9	-3
14	CCN(CC)S(=O)(=O)c1ccc(Cl)c(NC2=NCCCCC2)c1	4	6	-0.1	6	101	4	98	-1	1	23
15	COc1ccc(OCCCC(=O)Nc2nc(C)c(C(C)=O)s2)cc1	0	20	-0.4	13	100	2	86	-2	1	7
16	CCOC(=O)C1Cc2c([nH]c3ccccc23)C(C)N1 (centres undefined)	16	11	-0.3	12	104	10	95	-4	0.8	-9
17	O=C1C2CCCN2C(=S)N1Cc1ccccc1 (centres undefined)	-4	12	-0.2	-17	100	8	94	2	1	9
18	O=C(COC(=O)Cc1ccc(S(=O)(=O)N2CCOCC2)s1)NCCc1ccccc1	10	8	-0.2	3	106	7	100	-6	0.9	-2
19	CCn1nnc2c(=O)oc3ccccc3c21	4	3	0.2	0	101	2	103	-1	1	8
20	CCN(CC)S(=O)(=O)c1ccc2c3c(cccc13)C(=O)S2	20	5	-0.2	-3	100	10	100	0	0.8	-2
21	O=C(CSc1ccc(Cl)cc1)NCc1ccncc1	-1	8	-0.1	-7	101	9	99	-2	1	-9
22	CC(=O)Nc1ccc(/C=N/NC(=O)CCN2CCN(c3ccccc3)CC2)cc1	12	9	0.0	7	99	8	99	-1	0.9	-13
23	COc1ccc(NC(=O)CCNS(=O)(=O)c2ccc3c(c2)c(=O)n(C)c(=O)n3C)c(OC)c1	5	-10	-0.1	4	101	14	118	-1	0.9	4
24	CC1(CC(=O)NNC(=O)Nc2ccccc2)OCCCO1	4	2	-0.3	3	101	13	100	-3	1	2
25	O=S(=O)(c1cccc(-c2nnco2)c1)N1CCCC1	15	2	0.0	7	82	-19	102	19	0.9	2
26	CCNc1nc2c(c(=O)[nH]c(=O)n2C)n1CC(C)C	13	5	0.2	-13	108	7	103	-8	0.9	-3
27	C/C(=N\Nc1nccnc1Cl)c1c(F)c(F)c(F)c(F)c1F	11	10	0.3	-13	100	2	92	0	0.9	-5
28	Cc1ccc(-c2csc3nc4c5ccccc5c(NCCCN(C)C)nn4c(=O)c23)cc1	-22	18	-0.3	-21	99	7	87	0	1.2	5
29	Cc1ccccc1NC(=O)C1CCN(c2cc(-c3ccccc3)nc3ncnn23)CC1	9	25	-0.3	-11	80	10	81	29	0.9	-10
30	CC1CC(C)CN(c2ncnc3c2cnn3Cc2ccc(Cl)cc2)C1 (centres undefined)	22	7	0.5	-11	97	-2	96	3	0.8	6
31	O=C(COc1ccc(Cl)cc1)Nc1ncccn1	11	8	-0.1	9	104	-5	97	-5	0.9	-10
32	CC(C)CC(C(=O)NC(=O)NCc1ccccc1)N1C(=O)c2ccccc2C1=O (centres undefined)	19	-1	-0.4	6	98	4	104	3	0.8	13
33	O=C1c2cccc3c(O)ccc(c23)C(=O)N1Cc1ccco1	30	x	-0.1	20	96	33	x	4	0.7	-12
34	O=C(CSc1nnc(-c2ccccc2F)n1C1CC1)Nc1cccnc1Cl	6	8	-0.2	4	103	13	96	-4	0.9	-20
35	COc1ccc2[nH]cc(C(O)CN3CCC(C(N)=O)CC3)c2c1 (centres undefined)	9	7	0.2	-2	98	0	97	3	0.9	-3
36	COCCN1C(=O)c2oc3ccccc3c(=O)c2C1c1ccc(OC)c(OC)c1 (centres undefined)	2	6	0.0	3	94	14	95	7	1	-13
37	CN(Cc1cccnc1)C(=O)CNC(=O)c1ccc(Cl)cc1Cl	10	0	-0.1	-8	104	12	102	-5	0.9	-5
38	COCc1cc(=O)[nH]c2cc(NC(=O)C3CC3)c(C)cc12	-5	4	-0.2	7	101	1	101	-1	1	10
39	C=CCOc1c(CNn2nnnc2N)cccc1OC	-10	7	-0.3	-4	97	7	97	4	1.1	-5
40	CCc1ccc(S(=O)(=O)c2ccc(-n3nc(C)cc3N)cc2)cc1	6	2	-0.2	-7	94	-3	99	5	0.9	19
41	Cc1nc(N)c(C#N)c(-c2ccccc2)c1C	6	-10	0.0	4	97	6	108	3	0.9	7
42	O=C(COC(=O)/C=C/c1ccco1)Nc1cccc([N+](=O)[O-])c1	8	0	-0.3	-20	84	-9	102	18	0.9	9
43	CCCC(=O)Nc1ccc2c(c1)nc1n2CCN(C2CCCCC2)C1	4	1	0.2	-6	92	30	101	7	1	-17
44	CCOC(=O)Cc1nn(CC)c(=O)c2ccccc12	1	-6	-0.3	8	103	4	110	-5	1	28

Of the compounds above, these have a halogen.
item	Compound	Diaphorase inh	STAT3 blocker	Hsp70 activator	TLR4 MyD88 comp	STAT1 activator	G6PDH counter	STAT3 act	STAT1 blocker	Diaphorase act	APP 5UTR inh
3	CCC(C)(C)n1nnnc1C(c1ccc(OC)c(OC)c1)N1CCN(c2ccc(F)cc2)CC1 (centres undefined)	1	-7	-0.3	9	101	3	109	-1	1	21
7	CNc1nc(Cl)c(SC)c(N2CCOCC2)n1	14	6	-0.4	-9	99	10	104	-1	0.9	-16
8	NC(=S)Nc1ncc(CCN2CCOCC2)c(-c2ccc(F)cc2)n1	12	2	-0.1	-9	102	10	103	-3	0.9	-14
9	Cn1c(CC(=O)Nc2ccc(F)cc2)c(Sc2ccccc2)c2ccccc21	15	-19	-0.4	-1	102	-6	123	-2	0.8	6
10	BrC(=C\c1ccccc1)/C=N/Nc1nc(N2CCOCC2)nc(N2CCOCC2)n1	13	2	-0.5	-8	82	-23	99	20	0.9	63*
11	CCC(C)N(C)Cc1cccc(C2(O)CCN(S(=O)(=O)c3ccc(F)c(C)c3)CC2)c1 (centres undefined)	8	1	-0.7	-23	109	5	103	-10	0.9	-13
12	Cc1ccc(Cl)cc1NC(=S)N(CCCN1CCN(C)CC1)Cc1ccco1	6	0	-0.2	11	99	8	102	0	0.9	0
14	CCN(CC)S(=O)(=O)c1ccc(Cl)c(NC2=NCCCCC2)c1	4	6	-0.1	6	101	4	98	-1	1	23
21	O=C(CSc1ccc(Cl)cc1)NCc1ccncc1	-1	8	-0.1	-7	101	9	99	-2	1	-9
27	C/C(=N\Nc1nccnc1Cl)c1c(F)c(F)c(F)c(F)c1F	11	10	0.3	-13	100	2	92	0	0.9	-5
30	CC1CC(C)CN(c2ncnc3c2cnn3Cc2ccc(Cl)cc2)C1 (centres undefined)	22	7	0.5	-11	97	-2	96	3	0.8	6
31	O=C(COc1ccc(Cl)cc1)Nc1ncccn1	11	8	-0.1	9	104	-5	97	-5	0.9	-10
34	O=C(CSc1nnc(-c2ccccc2F)n1C1CC1)Nc1cccnc1Cl	6	8	-0.2	4	103	13	96	-4	0.9	-20
37	CN(Cc1cccnc1)C(=O)CNC(=O)c1ccc(Cl)cc1Cl	10	0	-0.1	-8	104	12	102	-5	0.9	-5

No enrichment for hits; 6.1% or so of the library scored in one or more.
